ELG1 genotox = induces genotoxicity in HEK293T cells with luciferase-tagged ELG1; 330,000 compounds, 1.3% hits; AID 504466; Potency, µM (highest dose often 46 µM), for inactives: at the top dose activity change, positive = activation, actives largely listed as activators; HEK293T ELG1-luciferase reporter, luminescence, 16 h; note: potency is the fitted concentration of half-maximal effect; % of control where 0% means no effect; nearly all actives have a fitted effect of over 60% in size
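Luminescence read-out: rising ELG1-luciferase signal, reflecting elevated ELG1 protein under genetic stress, flags genotoxic compounds. Cells were treated for 16 hr at 37 °C before ONE-Glo detection.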
FBPA coupling cs = coupling enzyme interference in Giardia aldolase counter-screen. coupling enzyme system counterscreen, AmpLite Red fluorescence. activity change, negative = inhibition, % at 58.2 µM, hits read low. 290,000 compounds, 0.67% hits. AID 2472; in the data active = activity change below about -30%; note: % is set by controls: 0 for no effect and ±100 for the full control effect
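Coupling enzymes only (glyceraldehyde-3-phosphate) + compound, at 57.5 uM final, 10 min RT; add substrate/coupling/AmpLite Red mix, 20 min RT; fluorescence ex 525/em 598 nm. Actives flag coupling-system interference.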
FLuc modulator = inhibits or activates purified firefly luciferase, miR-21 counter-screen; 360,000 compounds, 6.9% hits; Potency, µM (doses to about 57.5 µM), for inactives: at the top dose activity change, negative = inhibition, usual class: inhibitors; purified FLuc, Km substrates, luminescence inhibition; P08659;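 note: potency is the fitted concentration of half-maximal effect; plate controls were vehicle for no effect and reference inhibitor for full effect; nearly all actives have a fitted effect of over 55% in size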
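Purified P. pyralis luciferase (10nM final) with 10uM D-luciferin and 10uM ATP (Km levels) in 50mM Tris acetate pH 7.5, 10mM Mg acetate, 0.01% Tween-20, 0.05% BSA; qHTS 6-point titration, ~60 µM downward; luminescence read.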
Rab9 promoter act = activates the Rab9 promoter; Huh7 Rab9 promoter-luciferase reporter, luminescence, 24 h; Potency, µM (highest dose often 9.22 µM), for inactives: at the top dose activation, negative = inhibition, hits mostly activators; 320,000 compounds, 2.8% hits; note: potency is the fitted concentration of half-maximal effect; % of control where 0% means no effect; nearly all actives have a fitted effect of over 60% in size
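Promoter activation is measured as luciferase luminescence in Huh7 cells stably transfected with a Rab9 promoter–luciferase construct, following 24 h compound exposure at 37 °C and 10 min reagent incubation at ambient temperature.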
RORg inh = blocks mouse ROR gamma transcriptional activity | AID 2551 | 310,000 compounds, 5.4% hits | P51450 | Potency, µM (top dose mostly 53.6 µM), for inactives: at the highest dose activity change, negative = inhibition, most hits filed as inhibitors | Drosophila S2 Gal4-RORgamma UAS-luciferase reporter, 20 h; note: potency is the fitted concentration of half-maximal effect; % is set by controls: 0 for no effect and ±100 for the full control effect; nearly all actives have a fitted effect of over 60% in size
Target sequence (P51450 whole entry, looked up, the tested form may be a part): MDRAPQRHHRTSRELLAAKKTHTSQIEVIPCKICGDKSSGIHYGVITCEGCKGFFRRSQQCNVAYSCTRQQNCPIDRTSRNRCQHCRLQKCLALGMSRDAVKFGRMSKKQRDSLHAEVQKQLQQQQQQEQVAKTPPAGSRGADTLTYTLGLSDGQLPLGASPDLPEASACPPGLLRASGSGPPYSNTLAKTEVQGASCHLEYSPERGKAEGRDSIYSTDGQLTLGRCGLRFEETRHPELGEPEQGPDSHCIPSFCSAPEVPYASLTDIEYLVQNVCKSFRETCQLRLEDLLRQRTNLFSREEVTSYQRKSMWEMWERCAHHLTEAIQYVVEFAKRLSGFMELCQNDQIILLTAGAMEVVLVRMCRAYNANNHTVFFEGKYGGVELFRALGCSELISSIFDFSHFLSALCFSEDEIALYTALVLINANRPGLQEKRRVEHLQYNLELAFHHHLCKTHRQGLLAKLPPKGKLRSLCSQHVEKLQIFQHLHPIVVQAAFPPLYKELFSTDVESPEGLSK
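Stable Schneider cell line, Gal4 DNA-binding domain fused to ROR gamma, UAS-luciferase. Cmpd 1 hr RT → CuSO4 700 uM final → 20 hr RT → luciferase reagent 10 min → luminescence.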
Tb PFK inh = inhibitors of T. brucei phosphofructokinase. T. brucei PFK, ADP-Glo luminescence. Potency, µM (highest dose often 57.5 µM), for the others: at the top dose activity, negative = inhibition, actives largely listed as inhibitors. 330,000 compounds, 0.17% hits;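 note: potency is the fitted concentration of half-maximal effect; 0% = uninhibited 1x PFK enzyme wells and -100% = no-enzyme wells; nearly all actives have a fitted effect of over 60% in size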
Target sequence (O15648 whole entry, looked up): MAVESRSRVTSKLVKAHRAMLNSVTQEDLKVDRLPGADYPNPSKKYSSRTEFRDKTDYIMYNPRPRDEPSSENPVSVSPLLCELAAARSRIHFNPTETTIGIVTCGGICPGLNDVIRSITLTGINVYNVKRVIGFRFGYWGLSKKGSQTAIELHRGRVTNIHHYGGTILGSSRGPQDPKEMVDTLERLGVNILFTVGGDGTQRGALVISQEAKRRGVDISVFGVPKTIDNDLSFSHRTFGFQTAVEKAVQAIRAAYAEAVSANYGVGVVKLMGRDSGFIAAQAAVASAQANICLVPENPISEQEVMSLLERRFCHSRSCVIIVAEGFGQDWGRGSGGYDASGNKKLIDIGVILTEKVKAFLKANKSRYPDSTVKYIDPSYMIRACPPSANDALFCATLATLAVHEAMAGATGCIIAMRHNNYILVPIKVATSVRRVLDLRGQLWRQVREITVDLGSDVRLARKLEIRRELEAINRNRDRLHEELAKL
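Activity is normalized to no-enzyme wells (full inhibition) and 1.25 nM enzyme wells (no inhibition). Reaction: 0.5 mM F6P, 0.1 mM ATP, 45 min RT, ADP-Glo luminescence; concentration-response curves fitted and classed by quality.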
uPA surface inh = inhibitors of cell surface uPA generation | Potency, µM (top dose mostly 38.3 µM), without a hit: at the top dose activity change, negative = inhibition, most hits filed as inhibitors | 330,000 compounds, 0.31% hits | cell surface uPA generation assay, qHTS | AID 540303; active = well fitted inhibition curve with a large enough effect; inconclusive = small, poorly fitted or top-dose-only effect; inactive = no such curve, though single readings can be large or run the other way; tested in mouse RAW 264.7 cells; note: potency is the fitted concentration of half-maximal effect; % is set by controls: 0 for no effect and ±100 for the full control effect; nearly all actives have a fitted effect of over 55% in size
Giardia killer = Giardia lamblia killing; Giardia lamblia trophozoite viability; activity change, % at 7.66 µM, hits read low; 340,000 compounds, 0.15% hits; AID 540267; in the data active = activity change below about -80%; inconclusive = between about -30% and that limit;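 note: parasites exposed to compound for two days anaerobically before the ATP read; % is set by controls: 0 for no effect and ±100 for the full control effect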
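Media and compound were dispensed first, then trophozoites at 100 cells/well; plates sat 48 hrs at 37 deg C without oxygen before ATP luminescence reagent was added and read after 15-30 min at room temperature.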
KCNH2 3.1 block = KCNH2 3.1 (human) potassium channel inhibition | U2OS KCNH2 3.1, thallium flux FluxOr; active compounds read low | activity change, % (tested at about 1.8 µM) | 340,000 compounds, 0.95% hits | AID 720553;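 active = maximum activity change below -70%; inconclusive = maximum activity change from -70% to -50%; inactive = maximum activity change above -50%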;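 note: thallium influx rate constant from kinetic fluorescence after stimulation buffer; % is set by controls: 0 for no effect and ±100 for the full control effect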
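Thallium flux via FluxOr fluorescence (Red40 quencher, 45 min loading) in U2OS cells virally expressing the KCNH2 3.1 isoform (1.77 x 10^8 /mL virus, overnight at 37 C). Rate constants from 2-min kinetic reads post-stimulation, normalised to positive and negative controls.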
NPC1 prom act = activates the NPC1 promoter; 320,000 compounds, 2.4% hits; AID 485313; Potency, µM (titrated, usually from 9.22 µM), without a hit: top-dose activation, usual class: activators; Huh7 NPC1 promoter luciferase reporter, 24 h;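 note: potency is the fitted concentration of half-maximal effect; % of control where 0% means no effect; nearly all actives have a fitted effect of over 60% in size; reporter is driven by a mutant NPC1 promoter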
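In 1536-well qHTS, Huh7 cells harboring an NPC1 promoter–luciferase construct received compound for 24 h; activation was quantified by luminescence following luciferase reagent addition.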
Gal4-VP16 FLuc = counter-screen for ROR gamma inhibitors: Gal4-VP16 reporter; 310,000 compounds, 3.5% hits; Drosophila S2 Gal4-VP16 UAS-luciferase, luminescence, 20 h; Potency, µM (series often up to 53.6 µM), for the others: top-dose activity, negative = inhibition, actives largely listed as inhibitors;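 note: Gal4-VP16 expression switched on by copper sulfate through the metallothionein promoter; potency is the fitted concentration of half-maximal effect; % is set by controls: 0 for no effect and ±100 for the full control effect; nearly all actives have a fitted effect of over 50% in size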
* = called active by the depositor; ? = inconclusive; . = not tested or not shown; & = joins results of further samples; [ ] = another dose, or the depositor's remark. Unless noted, calls come from the whole dose curve; as a rule, active = well fitted curve in the direction sought with a large enough effect; inconclusive = small, poorly fitted or top-dose-only effect, or another doubt; inactive = no such curve, though single readings can be large; an effect the other way counts as inactive or inconclusive.

SMILES | uPA surface inh | KCNH2 3.1 block | Gal4-VP16 FLuc | FBPA coupling cs | Rab9 promoter act | NPC1 prom act | Giardia killer | ELG1 genotox | FLuc modulator | RORg inh | Tb PFK inh
COc1ccc(C)cc1NC(=O)C1CCCN(S(=O)(=O)c2cccnc2)C1 (stereo not given) | 6% | -1 | 8% | 0 | -1% | -2% | -7 | -4% | 0% | -2% | 3%
O=C(Nc1ccc(Cl)cc1Cl)N1CCN(c2ncccn2)CC1 | -2% | -4 | -14% | 1 | 7% | 0% | 3 | -3% | -1% | 44% | -4%
COc1ccc(CN2C=C3C(=O)C(C)(OC(=O)CCc4ccccc4)C(=O)C=C3C=C2c2ccc(C#N)cc2)cc1 (stereo not given) | -9% | 1 | 3% | -6&-6 | -10% | -3% | -6 | 0% | -1% | -4% | 2%
COc1cc(O)c(C(CC(=O)N2CCCC2)c2cc(OC)c(OC)c(OC)c2)c(OC)c1 (stereo not given) | 12% | . | 16%&2% | 1&1 | -2% | -1% | 1&1 | 1% | 0% | 11%&1% | 3%
O=C(O)C1CCCCC1C(=O)Nc1ccc(S(=O)(=O)N2CCCCC2)cc1 (stereo not given) | 1% | -3 | -5% | -1 | -3% | -3% | 4 | 1% | -2% | -13% | 1%
COc1ccccc1OC[C@H](O)CO | 3% | 21 | 1% | 3&-2 | -1% | -2% | 3 | 1% | 2% | -8% | -1%
Cc1ccc(-c2noc(C3CCCN(C(=O)c4ccc(F)cc4F)C3)n2)cc1 (stereo not given) | . | -9 | ? | -3 | -4% | -2% | -11 | ? | -12% | ? | -2%
C[C@H](NC(=O)C1CCN(S(=O)(=O)c2ccccc2)CC1)C(=O)NCc1ccc(Cl)c(Cl)c1 | 5% | 14 | -1% | . | -1% | -2% | 47[activator] | -4% | 0% | 42% | 27µM*
Cc1ccsc1C1Nc2ccc3ncccc3c2C2=C1C(=O)CCC2 (stereo not given) | . | 15 | -2% | -6 | 5% | 1% | 8 | 9% | 3% | 3% | -3%
CCc1nnc(NC(=O)C2CCN(c3nc(C)cc(C)n3)CC2)s1 | 6% | -11 | -4% | -1 | 4% | -3% | -4 | -2% | 2% | -11% | -4%
Nc1[nH]ncc1C(=O)Nc1cccc(C(F)(F)F)c1 | 1% | 0 | -2% | 1 | -8% | 3% | -1 | 0% | 2% | 13% | -12%
CN(Cc1cccnc1)C(=O)CC1C(=O)NCCN1Cc1ccc(-c2ccccc2)cc1 (stereo not given) | 1% | -1 | -4% | -1 | -6% | -1% | -5 | -13% | 2% | 36% | -5%
Cc1ccc(-c2cc(C(=O)Nc3c(C)n(C)n(-c4ccccc4)c3=O)c3ccccc3n2)cc1 | 2% | 7 | . | . | . | . | 15 | -6% | . | . | 2%
CC(Oc1ccc2c(-c3ccccc3)cc(=O)oc2c1)C(=O)N1CCC[C@@H]1C(N)=O (stereo not given in full) | 4% | 5 | 16% | 3 | ? | 30% | -27 | 5% | -17% | -1% | -1%
COc1ccc(C=O)cc1Cn1ccnc1 | -9% | 3 | 4% | -3 | 4% | -10% | -2 | 1% | -2% | -4% | 3%
CC(COc1ccc(C(C)C)cc1)NC(=O)c1ccc(Br)o1 (stereo not given) | . | . | ? | . | -3% | -2% | . | -8% | -3% | ? | 2%
N#CC(c1ccc(F)cc1)c1ccc(C(=O)c2ccccc2)cc1 (stereo not given) | 2% | -14 | ? | 3 | 3% | -4% | -9 | 2% | -3% | -27% | 2%
COc1cc(NC(=O)Cn2nnc(-c3ccccc3N)n2)cc(OC)c1 | -8% | 15 | 0% | -1 | -6% | -2% | -17 | -2% | -1% | 24% | 1%
CN(C(=O)c1ccc(N2CCCCC2)c([N+](=O)[O-])c1)C1(C)CCS(=O)(=O)C1 (stereo not given) | -1% | -3 | 3% | . | 1% | -3% | -8 | 1% | -5% | 17% | -1%
Cc1ccc(S(=O)(=O)N(C)CC(=O)Nc2nnc(CC(C)C)s2)cc1 | -15% | -10 | -5% | . | -1% | -1% | 1 | -5% | 7% | 30% | -3%
COc1ccc(OC)c(NC(=O)c2cccnc2)c1 | 0% | 2 | 2% | 4 | -1% | -5% | 7 | 3% | -4% | 8% | 5%
Nc1c(C(=O)Nc2cccc(F)c2)nnn1-c1ccc2c(c1)OCCO2 | -3% | 15 | -28% | 3 | 0.32µM* | 0.1µM* | -15 | 0.65µM* | 0.6µM* | -27% | -10%
Cc1nnc(N/N=C/c2ccc(Br)cc2)n1N | ? | -7 | ? | 0 | 1% | 12% | ? | 3% | -17% | ? | -3%
COC(=O)c1ccc(-c2nc3ccc(C)cc3o2)cc1 | 0% | 0 | ? | 3 | ? | ? | -23 | ? | 1.2µM* | -41% | 1%

Structural class: the entries above with a Cl atom.
SMILES | uPA surface inh | KCNH2 3.1 block | Gal4-VP16 FLuc | FBPA coupling cs | Rab9 promoter act | NPC1 prom act | Giardia killer | ELG1 genotox | FLuc modulator | RORg inh | Tb PFK inh
O=C(Nc1ccc(Cl)cc1Cl)N1CCN(c2ncccn2)CC1 | -2% | -4 | -14% | 1 | 7% | 0% | 3 | -3% | -1% | 44% | -4%
C[C@H](NC(=O)C1CCN(S(=O)(=O)c2ccccc2)CC1)C(=O)NCc1ccc(Cl)c(Cl)c1 | 5% | 14 | -1% | . | -1% | -2% | 47[activator] | -4% | 0% | 42% | 27µM*

(continued)
SMILES | uPA surface inh | KCNH2 3.1 block | Gal4-VP16 FLuc | FBPA coupling cs | Rab9 promoter act | NPC1 prom act | Giardia killer | ELG1 genotox | FLuc modulator | RORg inh | Tb PFK inh
C[C@@H]1COC(=O)[C@@H](CC(=O)OC(C)(C)C)C/C=C\C[C@H](CC(=O)NCCO)C(=O)N1 | 8% | -4 | . | . | . | . | -29 | -2% | . | . | 7%
COc1ccc(OC)c(S(=O)(=O)NC(C)c2cnn(-c3ccccn3)c2C)c1 (stereo not given) | -12% | 4 | -5% | . | 9% | 1% | -13 | -1% | 2% | 13% | 5%
C=C(C)COc1ccc(-c2[nH]ncc2-c2ccc(OC)cc2)c(O)c1 | 20% | -9 | ? | -3 | 0% | 1% | 0 | -15% | -19% | 11µM* | 2%
CC(C)CCN(C)C1CCN(S(=O)(=O)c2cccc(C(F)(F)F)c2)CC1 | 1% | -18 | -12% | 3 | -7% | 0% | -8 | -2% | 12% | -2% | -1%
O=C(C(=O)c1ccc(O)cc1)c1ccccc1 | 0% | -5 | -11% | 2 | 1% | -1% | -23 | 0% | -1% | 4% | 9%
CCc1cc2c(Nc3ccc(O)cc3)nc(C)nc2s1 | ? | 5 | -11% | 0 | 6% | 11% | 3 | 0% | -15% | 13% | -10%
COc1ccc(C(=O)Nc2cc(OC)c(NC(=O)c3ccco3)cc2OC)cc1 | -14% | -7 | -20% | -35* | 4% | -4% | -3 | -20% | ? | ? | 0%
C/C(=N\NC(=O)c1nn(C)cc1Br)c1cccc(NC(=O)C2CCCC2)c1 | 0% | -5 | -1% | 0 | 8% | 2% | 10 | -3% | ? | 21% | -1%
CC(=O)c1cccc(N(CC(=O)Nc2cccnc2)S(C)(=O)=O)c1 | 0% | 1 | -2% | 0 | 26% | 3% | -18 | -4% | 2% | 0% | -3%
COc1ccc(S(=O)(=O)N(c2onc(C)c2Cl)S(=O)(=O)c2ccc(OC)cc2)cc1 | -8% | -5 | -2% | 7 | -3% | 0% | -5 | -1% | 3% | -20% | 1%
Cc1ccc(NS(=O)(=O)c2ccc(-c3coc(C)n3)cc2)c(Br)c1 | 7% | 18 | -18% | -4 | 1% | 0% | 11 | -2% | 4% | ? | 0%
O=C(NCCc1c[nH]c2ccccc12)c1cnc2sccn2c1=O | -13% | -20 | 13% | 2 | 4.5µM* | 3.5µM* | 9 | 8.2µM* | 15µM* | 34% | 3%
COc1ccc(CC(=O)NC(C)c2nnc(SCCOc3ccc(OC)cc3)n2C)cc1 (stereo not given) | -3% | 7 | 10% | 1 | 2% | -1% | -6 | -5% | -1% | 8% | 0%
CCN(CC)Cc1c(O)ccc2cc(-c3nc4ccccc4n3C)c(=O)oc12 | 1% | 12 | 3% | 1 | 0%[1.84 µM] | 14% | -3 | 3% | 0% | 2% | -4%
O=c1oc(CCCO)cc2ccc(C#CC3(O)CCCCC3)cc12 | -8% | -2 | . | . | -1% | 11% | 7 | 12% | ? | . | 0%
CCCNC(=S)N1CCC(c2nc3cc(C)c(C)cc3[nH]2)CC1 | -1% | -19 | 3% | 0 | -5% | -5% | -11 | 2% | ? | 7% | 0%
O=C(O)c1cnc(-c2ccccc2)nc1Oc1ccccc1 | 2% | 0 | -3% | 13 | -1% | -4% | 23 | -2% | ? | 25% | -2%
COc1ccc(/C=C/C(=O)OCC(=O)NC(C)CCc2ccccc2)cc1 (stereo not given) | 3% | -19 | . | . | . | . | -18 | 1% | . | . | 3%

Screening data (PubChem)
